Yeast tox: Compounds toxic to wild-type S. cerevisiae growth. A595 turbidity, 16 h. growth inhibition, % at 25 µM (by protocol). hit rate 0.3% among 30,000. AID 685;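 active = mutant and wild-type yeast strains alike exhibit over 30% growth inhibition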;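 note: 0% = untreated cell controls and 100% = YPD media blanks without cells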
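System – wild-type and eIF2Bepsilon-R284H mutant S. cerevisiae, screened separately · Measured by – absorbance at 595 nm (turbidity) · Timing – 16 h compound exposure during growth at 30 °C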
Yeast eIF2B: eIF2B (yeast) activity modulation; S. cerevisiae eIF2B-epsilon R284H, GCN4-lacZ luminescence; inhibition, % at 25 µM (by protocol); hit rate 0.91% among 27,000;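 active = mutant luminescence inhibited past about 50% while wild type luminescence and mutant growth stay under set limits, limit read from the data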; note: some compounds called inactive have numbers as strong as hits
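material = yeast eIF2B-epsilon R284H mutant carrying GCN4–beta-galactosidase fusion | schedule = 16 h growth with compound at 30 °C, 90 min Beta-Glo step | measured by = luminescence and A595 | compound dosing = one concentration, 25 µM, 0.25% DMSO | read-out basis = % inhibition of reporter signal and growth versus controls | buffer or medium = YPD medium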
Yeast tox inhibition %: second read-out of Yeast tox, no call of its own (marks repeat the call); growth inhibition, %; S. cerevisiae eIF2Bepsilon-R284H mutant growth, A595 turbidity, 16 h;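 each compound tested once at 25 µM; 0% equals untreated cells and 100% equals cell-free medium blanks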
Yeast eIF2B mutant toxicity: second read-out of Yeast eIF2B, no call of its own (marks repeat the call); growth inhibition, %; measured here: mutant yeast growth, toxicity;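 each compound tested once at 25 µM; zero equals untreated control growth and 100 equals blank medium absorbance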
Active calls of the source: *. Some of the compounds tested (hit frequency here may not be typical).

CC(=O)OCC(OC(C)=O)C(OC(C)=O)C(OC(C)=O)C(=O)Nc1ccccc1C (stereo not drawn) was read as Yeast tox 7, Yeast eIF2B 21, Yeast tox inhibition % -7 and Yeast eIF2B mutant toxicity -7.
For COc1cc(/C=N/NC(=O)c2nc(C)cc(C)n2)ccc1O the results were Yeast tox -14, Yeast eIF2B 20, Yeast tox inhibition % -20 and Yeast eIF2B mutant toxicity -20.
CCCCN(C(=O)CNC(=O)c1ccco1)C(C(=O)NC1CCCC1)c1ccc(OC)cc1 (stereo not drawn) was read as Yeast tox 14, Yeast eIF2B 12, Yeast tox inhibition % 14 and Yeast eIF2B mutant toxicity 14.
For CC1(C)Cc2c(cnn2-c2ccccc2)C(=O)/C1=N\NC(=O)c1ccccc1N the results were Yeast tox 7, Yeast eIF2B 27, Yeast tox inhibition % 1 and Yeast eIF2B mutant toxicity 1.
For Cc1cccc(OCCCC(=O)Nc2nccs2)c1 the results were Yeast tox 17, Yeast eIF2B 48, Yeast tox inhibition % 42 and Yeast eIF2B mutant toxicity 42.
Cc1cccc(CCNS(=O)(=O)c2ccc(S(=O)(=O)N3CCCCC3)cc2)c1 was read as Yeast tox 4, Yeast eIF2B 23, Yeast tox inhibition % -3 and Yeast eIF2B mutant toxicity -3.
For COCCN(C(=O)COc1ccccc1)c1nnc(-c2cccnc2)s1 the results were Yeast tox 9, Yeast eIF2B 6, Yeast tox inhibition % 2 and Yeast eIF2B mutant toxicity 2.
`O=C1CCC(C(=O)NCc2cccnc2)N1` (stereo not drawn) gave Yeast tox -10, Yeast eIF2B 27 and Yeast tox inhibition % 0.
For CCCCn1c(SCC(=O)Nc2cc(C)on2)nc2ccccc2c1=O the results were Yeast tox -5, Yeast eIF2B 18, Yeast tox inhibition % -13 and Yeast eIF2B mutant toxicity -13.
`CC(C)Oc1ccc(C2CC(=O)N(c3ccc(N(C)C)cc3)C2=O)cc1` (stereo not drawn) gave Yeast eIF2B -18.
`O=C(Cc1ccc(Br)cc1)N1CCN(c2ccc(F)cc2)CC1` gave Yeast tox 24, Yeast eIF2B 22, Yeast tox inhibition % 27 and Yeast eIF2B mutant toxicity 27.
`O=C(CSc1nnc(Cc2ccccc2)n1-c1ccccc1)N1CCOCC1` gave Yeast tox 17, Yeast eIF2B 19, Yeast tox inhibition % -9 and Yeast eIF2B mutant toxicity -9.
For Cc1n[nH]c(C)c1-c1nc2ccccc2[nH]1 the results were Yeast tox 9, Yeast eIF2B 19 and Yeast tox inhibition % 0.
For CCN(CC)C(=O)CSc1nc2nc(C)cc(C)c2c(=O)[nH]1 the results were Yeast tox 21, Yeast eIF2B 12, Yeast tox inhibition % 10 and Yeast eIF2B mutant toxicity 10.
`COC(=O)c1noc(-c2ccc(C)cc2)n1` gave Yeast tox 2, Yeast eIF2B 14, Yeast tox inhibition % 3 and Yeast eIF2B mutant toxicity 3.
Cc1cccc(-c2nnc(-c3ccc(N)cc3)o2)c1 was read as Yeast tox 21, Yeast eIF2B 31, Yeast tox inhibition % -14 and Yeast eIF2B mutant toxicity -14.
CCOC(=O)N1CCN(C(=O)C2CCN(S(=O)(=O)c3ccc(C)cc3)CC2)CC1 was read as Yeast tox 20, Yeast eIF2B 24, Yeast tox inhibition % 14 and Yeast eIF2B mutant toxicity 14.
Screening O=C(CNC1CCCCC1)N1CCc2ccccc2C1 returned Yeast tox 3 and Yeast tox inhibition % 14.
`CCc1ccc(OCC(=O)N(C)C2CCS(=O)(=O)C2)cc1` (stereo not drawn) gave Yeast tox 3, Yeast eIF2B 20, Yeast tox inhibition % -17 and Yeast eIF2B mutant toxicity -17.
Screening CC1CCCC(C)N1CCNC(=O)Cn1nc(-c2ccccc2)ccc1=O (stereo not drawn) returned Yeast tox 6, Yeast eIF2B -13, Yeast tox inhibition % 23 and Yeast eIF2B mutant toxicity 23.
Screening Cn1c(=O)c2c(nc(Sc3ncccn3)n2Cc2ccccc2Cl)n(C)c1=O returned Yeast tox 6 and Yeast tox inhibition % 13.
COc1ccc(CNC(=O)CN(Cc2ccccc2)C(=O)c2csnn2)cc1 was read as Yeast tox 15, Yeast eIF2B 37, Yeast tox inhibition % -12 and Yeast eIF2B mutant toxicity -12.
For O=C(NCc1ccc2c(c1)OCO2)c1ccc2c(=O)n(C3CCCC3)c(=O)[nH]c2c1 the results were Yeast tox -45, Yeast eIF2B 26, Yeast tox inhibition % -10 and Yeast eIF2B mutant toxicity -10.
For O=C(CCCCCNc1nc(=S)[nH]c2ccccc12)N1CCN(c2ccccn2)CC1 the results were Yeast tox -21, Yeast eIF2B 42, Yeast tox inhibition % -5 and Yeast eIF2B mutant toxicity -5.
Screening COCCOC(=O)C1=C(C)N=C2SCCC(=O)N2C1c1cccc(Br)c1 (stereo not drawn) returned Yeast tox -10, Yeast eIF2B -12, Yeast tox inhibition % 14 and Yeast eIF2B mutant toxicity 14.
`CC(C)OC(=O)C1CC=CCC1C(=O)Nc1ccc(Cl)cc1` (stereo not drawn) gave Yeast tox 22, Yeast eIF2B 11, Yeast tox inhibition % 15 and Yeast eIF2B mutant toxicity 15.
For CCOCc1nnc(NC(=O)c2ccc(OC)cc2)s1 the results were Yeast eIF2B 0.
`c1ccc2c(c1)Sc1ccccc1-n1cnnc1-2` gave Yeast tox 19, Yeast eIF2B 5, Yeast tox inhibition % -11 and Yeast eIF2B mutant toxicity -11.
For C=CCn1c(SCC(=O)N2CCOCC2)nc2sc3c(c2c1=O)CCCC3 the results were Yeast eIF2B -32.
`COc1ccccc1NC(=O)CN(c1ccc(C)cc1)S(=O)(=O)c1c(C)n[nH]c1C` gave Yeast tox 21, Yeast eIF2B 19, Yeast tox inhibition % -4 and Yeast eIF2B mutant toxicity -4.
Screening CC(C)Nc1nc(NC(C)C)nc(N(C)C#N)n1 returned Yeast eIF2B 9.
Screening COc1nc(-c2ccccc2)ccc1-c1noc(-c2ccc(F)cc2)n1 returned Yeast tox -22, Yeast eIF2B -7, Yeast tox inhibition % -18 and Yeast eIF2B mutant toxicity -18.
Screening Cc1ccc(C(=O)N2CCN(C(=O)c3ccc(C)c(C)c3)C(C)C2)cc1C (stereo not drawn) returned Yeast tox -9, Yeast eIF2B -3, Yeast tox inhibition % -20 and Yeast eIF2B mutant toxicity -20.
CCOC(=O)N1CCN(C(=O)c2ccc(S(=O)(=O)c3ccc(C)cc3)c(NC(C)=O)c2)CC1 was read as Yeast tox -4, Yeast eIF2B -9, Yeast tox inhibition % 29 and Yeast eIF2B mutant toxicity 29.
Screening CCc1nnc(NC(=O)c2ccc(S(=O)(=O)N3CCN(Cc4ccccc4)CC3)cc2)s1 returned Yeast tox 13, Yeast eIF2B 20, Yeast tox inhibition % -25 and Yeast eIF2B mutant toxicity -25.
Screening CCOC(=O)CS(=O)(=O)c1nc(-c2ccccc2)cc(C(F)(F)F)n1 returned Yeast eIF2B -4.
For O=c1[nH]c(=O)n(CCOc2ccc(Cl)cc2)cc1Br the results were Yeast tox 4, Yeast eIF2B 19, Yeast tox inhibition % -4 and Yeast eIF2B mutant toxicity -4.
For COc1cc(-c2noc(CCCC(=O)NCc3ccccc3)n2)cc(OC)c1OC the results were Yeast tox 6 and Yeast tox inhibition % -3.
For CCN1CCCC1CNC(=O)Cn1cccc1C(=O)c1ccccc1 (stereo not drawn) the results were Yeast tox 21, Yeast eIF2B 19, Yeast tox inhibition % 7 and Yeast eIF2B mutant toxicity 7.
`O=C(Nc1cccc(-c2nnc(-c3ccco3)o2)c1)C(c1ccccc1)c1ccccc1` gave Yeast tox -4 and Yeast tox inhibition % 8.
CCOC(=O)c1[nH]c2cc(OC)c(OC)cc2c1NC(=O)CN1CCN(c2ccc(OC)cc2)C(C)C1 (stereo not drawn) was read as Yeast tox 5 and Yeast tox inhibition % 24.
CC(C)OC(=O)c1cccc(NC(=O)c2ccccc2)c1 was read as Yeast tox -3, Yeast eIF2B 20, Yeast tox inhibition % -11 and Yeast eIF2B mutant toxicity -11.
`COc1ccccc1-c1nnc(SCC(=O)OC(C)C)o1` gave Yeast tox -2, Yeast eIF2B 17 and Yeast tox inhibition % 0.
`O=C1c2ccsc2SCCN1Cc1c(Cl)cccc1Cl` gave Yeast tox 9, Yeast eIF2B 19 and Yeast tox inhibition % 0.
`O=c1[nH]c2ccccc2nc1C(Cl)c1ccccc1` (stereo not drawn) gave Yeast tox 12 and Yeast tox inhibition % 15.
For O=S(=O)(NC1CC1)c1cccc(S(=O)(=O)N2CCCC2)c1 the results were Yeast tox -5, Yeast eIF2B -14, Yeast tox inhibition % -13 and Yeast eIF2B mutant toxicity -13.
`Cc1cccc(C)c1N(CC(O)Cn1c2ccccc2c2ccccc21)S(C)(=O)=O` (stereo not drawn) gave Yeast tox -5, Yeast eIF2B 16, Yeast tox inhibition % 16 and Yeast eIF2B mutant toxicity 16.
Screening Cc1ccccc1NC(=O)C1CCCN1C(=O)NC1CCCCC1 (stereo not drawn) returned Yeast tox 16, Yeast eIF2B 22, Yeast tox inhibition % 11 and Yeast eIF2B mutant toxicity 11.
`CCOC(=O)c1c(NC(=O)Cc2cccs2)sc2c1CCCC2` gave Yeast tox -5, Yeast eIF2B 12, Yeast tox inhibition % 4 and Yeast eIF2B mutant toxicity 4.
`O=C(CCC(=O)N(CC(=O)NC1CCCCC1)c1ccc2c(c1)OCO2)Nc1ccccn1` gave Yeast tox -21, Yeast eIF2B 2 and Yeast tox inhibition % 0.
Screening CCOC(=O)CSC1=C(C#N)C(c2ccc(OC)cc2)C2=C(CC(C)(C)CC2=O)N1 (stereo not drawn) returned Yeast tox 23, Yeast eIF2B 1, Yeast tox inhibition % -5 and Yeast eIF2B mutant toxicity -5.
Screening CC(=O)c1cccc(NC(=O)c2ccco2)c1 returned Yeast tox 2, Yeast eIF2B 20, Yeast tox inhibition % -2 and Yeast eIF2B mutant toxicity -2.
`CCCCN1C(=O)CN(CCc2ccccc2)C(=O)C1c1ccc(OC)cc1` (stereo not drawn) gave Yeast tox 1, Yeast eIF2B 58* and Yeast tox inhibition % -10.
`OC(COc1ccc2c(c1)CCC2)CN1CCN(c2cccc(Cl)c2)CC1` (stereo not drawn) gave Yeast tox 14, Yeast eIF2B 11, Yeast tox inhibition % 23 and Yeast eIF2B mutant toxicity 23.
Screening COc1ccc(N2CCN(C(=O)c3ccc(NS(=O)(=O)c4ccc(F)cc4)cc3)CC2)cc1 returned Yeast tox 3, Yeast eIF2B -11, Yeast tox inhibition % 7 and Yeast eIF2B mutant toxicity 7.
For C=CCN1C(=NC(=O)CC)SC2CS(=O)(=O)CC21 (stereo not drawn) the results were Yeast tox 4, Yeast eIF2B 17, Yeast tox inhibition % 9 and Yeast eIF2B mutant toxicity 9.
`CCc1nn(-c2ccccc2)c(N)c1-c1ccc(OC)c(OC)c1` gave Yeast tox 4, Yeast eIF2B 19, Yeast tox inhibition % 14 and Yeast eIF2B mutant toxicity 14.
`COCCNC(=O)C(c1cccs1)N(C(=O)Cn1nnc2ccccc21)c1ccc2c(c1)OCO2` (stereo not drawn) gave Yeast tox 29, Yeast eIF2B 22, Yeast tox inhibition % 12 and Yeast eIF2B mutant toxicity 12.
For O=C(COc1ccc(S(=O)(=O)N2CCCCC2)cc1)NC1CCCCC1 the results were Yeast tox 16 and Yeast tox inhibition % 0.
`COc1ccc(OC)c(NC(=O)C2CCN(Cc3cnn(-c4ccccc4)c3-n3cccc3)CC2)c1` gave Yeast tox 7 and Yeast tox inhibition % 16.

Structural class, the entries above containing an NH in an aromatic ring.
For Cc1n[nH]c(C)c1-c1nc2ccccc2[nH]1 the results were Yeast tox 9, Yeast eIF2B 19 and Yeast tox inhibition % 0.
For CCN(CC)C(=O)CSc1nc2nc(C)cc(C)c2c(=O)[nH]1 the results were Yeast tox 21, Yeast eIF2B 12, Yeast tox inhibition % 10 and Yeast eIF2B mutant toxicity 10.
For O=C(NCc1ccc2c(c1)OCO2)c1ccc2c(=O)n(C3CCCC3)c(=O)[nH]c2c1 the results were Yeast tox -45, Yeast eIF2B 26, Yeast tox inhibition % -10 and Yeast eIF2B mutant toxicity -10.
For O=C(CCCCCNc1nc(=S)[nH]c2ccccc12)N1CCN(c2ccccn2)CC1 the results were Yeast tox -21, Yeast eIF2B 42, Yeast tox inhibition % -5 and Yeast eIF2B mutant toxicity -5.
`COc1ccccc1NC(=O)CN(c1ccc(C)cc1)S(=O)(=O)c1c(C)n[nH]c1C` gave Yeast tox 21, Yeast eIF2B 19, Yeast tox inhibition % -4 and Yeast eIF2B mutant toxicity -4.
For O=c1[nH]c(=O)n(CCOc2ccc(Cl)cc2)cc1Br the results were Yeast tox 4, Yeast eIF2B 19, Yeast tox inhibition % -4 and Yeast eIF2B mutant toxicity -4.
CCOC(=O)c1[nH]c2cc(OC)c(OC)cc2c1NC(=O)CN1CCN(c2ccc(OC)cc2)C(C)C1 (stereo not drawn) was read as Yeast tox 5 and Yeast tox inhibition % 24.
`O=c1[nH]c2ccccc2nc1C(Cl)c1ccccc1` (stereo not drawn) gave Yeast tox 12 and Yeast tox inhibition % 15.

Compound activity deposited in PubChem BioAssay by PCMD.
